# Tb PYK inh: T. brucei pyruvate kinase inhibition; Q57TT1; TbPYK enzyme, Kinase-Glo Plus ATP luminescence, 45 min; AID 624173; hit rate 0.12% among 410,000; Potency, µM (titrated, usually from 76.8 µM), for the others: top-dose activity, negative = inhibition, most hits filed as inhibitors; also: potency is read from the fitted curve at half-maximal effect; % is scaled to controls: 0 for no effect and ±100 for the full control effect; nearly all actives have a fitted effect of over 50% in size
#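 T. brucei PYK with substrate was exposed to pin-transferred compounds across a concentration series, then started with 130 uM ADP (final). After 45 min at room temperature, Kinase-Glo Plus luminescence was read, normalized and curve-fitted.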
# Pf growth 96h: inhibits malaria parasite growth, 96 h; P. falciparum luciferase reporter growth, 96 h; Potency, µM (top dose mostly 28.7 µM), inactives show top-dose activity change, negative = inhibition, hits mostly inhibitors; hit rate 6.9% among 320,000; AID 504834; also: potency is read from the fitted curve at half-maximal effect; % is scaled to controls: 0 for no effect and ±100 for the full control effect
#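 Parasite growth measured via integrated firefly luciferase reporter in P. falciparum. Infected erythrocytes at 2% hematocrit, 0.05% parasitemia final were treated 96 hours at 37 C under 5% CO2, and luminescence was read.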
# LmPK inh: LmPK (Leishmania mexicana) enzyme inhibition; hit rate 0.37% among 290,000; purified LmPK, Kinase-Glo ATP luminescence, 1 h; Potency, µM (titrated, usually from 57.5 µM), inactives show at the highest dose activity change, negative = inhibition, most hits filed as inhibitors; AID 1721; also: potency is read from the fitted curve at half-maximal effect; % is scaled to controls: 0 for no effect and ±100 for the full control effect
# Target sequence (Q27686 whole entry, looked up): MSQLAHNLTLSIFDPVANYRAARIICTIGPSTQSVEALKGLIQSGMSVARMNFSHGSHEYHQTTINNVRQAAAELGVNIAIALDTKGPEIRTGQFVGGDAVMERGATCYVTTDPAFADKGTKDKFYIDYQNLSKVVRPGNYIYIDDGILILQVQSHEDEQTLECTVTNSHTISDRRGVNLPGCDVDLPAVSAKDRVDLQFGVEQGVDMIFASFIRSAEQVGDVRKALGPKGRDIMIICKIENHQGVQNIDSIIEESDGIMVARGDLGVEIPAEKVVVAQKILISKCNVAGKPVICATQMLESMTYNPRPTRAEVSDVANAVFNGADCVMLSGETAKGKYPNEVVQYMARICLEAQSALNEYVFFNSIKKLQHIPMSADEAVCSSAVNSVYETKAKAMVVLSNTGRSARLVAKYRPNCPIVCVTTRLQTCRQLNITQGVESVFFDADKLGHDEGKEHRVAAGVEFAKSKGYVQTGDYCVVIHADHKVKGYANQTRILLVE
#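 In 50 mM imidazole pH 7.2 with 7 mM MgCl2, LmPK (0.1 nM) turned over PEP (0.5 mM) and ADP (0.1 mM) for 1 h at room temperature. Luciferase read-out of ATP.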
# Shiga toxin inh: Shiga toxin inhibition; hit rate 9.2% among 290,000; Vero cells, Shiga toxin protein synthesis inhibition reporter; inhibition, % at 38.7 µM; in the data active = inhibition mostly above about 28%, no sharp cut-off; inactive = mostly below about 43%; also: 0% is about no effect
# Cycloheximide cs: affects cycloheximide protein synthesis inhibition readout, counter-screen; cell reporter, cycloheximide protein synthesis inhibition counterscreen; max response, %; hit rate 12% among 300,000; AID 2314; in the data active = max response mostly above about 13%, no sharp cut-off; inactive = mostly below about 14%; also: read at 38.3 µM for the half of the compounds with a filed dose; 0% is about no effect
# AmpC inh no detg: blocks E. coli AmpC beta-lactamase in detergent-free assay. AmpC nitrocefin hydrolysis, absorbance 480 nm, 0.0001% Triton. hit rate 0.52% among 330,000. P00811. Potency, µM (highest dose often 57.1 µM), without a hit: at the top dose activity change, negative = inhibition, hits mostly inhibitors;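 also: potency is read from the fitted curve at half-maximal effect; plate controls were no compound for no effect and no enzyme for full effect; nearly all actives have a fitted effect of over 20% in size; some results filed as inactive show a strong effect at the top dose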
# Target sequence (P00811 whole entry, looked up): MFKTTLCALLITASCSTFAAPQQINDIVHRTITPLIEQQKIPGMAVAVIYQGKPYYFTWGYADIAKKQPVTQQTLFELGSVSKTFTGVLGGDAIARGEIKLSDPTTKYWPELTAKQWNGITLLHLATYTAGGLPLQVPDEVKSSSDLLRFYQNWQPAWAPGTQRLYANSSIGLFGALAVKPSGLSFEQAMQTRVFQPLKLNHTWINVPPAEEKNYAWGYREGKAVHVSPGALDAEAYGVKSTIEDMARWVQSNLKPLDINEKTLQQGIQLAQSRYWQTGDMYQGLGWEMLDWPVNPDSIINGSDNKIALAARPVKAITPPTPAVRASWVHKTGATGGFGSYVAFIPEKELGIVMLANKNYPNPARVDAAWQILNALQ
#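 20 mM phosphate pH 7.0 + 0.01% (detergent screen) or 0.0001% Triton X-100; 5.3 nM AmpC reagent; cpd preinc 15 min RT; nitrocefin (800 uM stock) to start; A480 q20 s × 4 min; Activity was normalised to no-enzyme and no-compound control wells.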
# Pf growth 48h: inhibits P. falciparum growth in the first generation, 48 h | AID 504832 | Potency, µM (series often up to 28.7 µM), inactives show at the highest dose activity change, negative = inhibition, hits mostly inhibitors | hit rate 5.9% among 310,000 | P. falciparum luciferase growth in erythrocytes, 48 h; also: potency is read from the fitted curve at half-maximal effect; % is scaled to controls: 0 for no effect and ±100 for the full control effect
#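 A one-generation exposure of luciferase-tagged malaria parasites in RPMI 1640/Albumax erythrocyte culture, 37 C and 5% CO2. Inhibition is inferred from decreased luminescence after adding detection reagent.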
# The depositor's hits bear a star; ? = inconclusive; nt = not tested or not shown; [ ] = remark or other dose. Unless noted, calls follow the shape of the dose curve; as a rule, active = well fitted curve in the direction sought with a large enough effect; inconclusive = small, poorly fitted or top-dose-only effect, or another doubt; inactive = no such curve, though single readings can be large; an effect the other way counts as inactive or inconclusive.
mol	Tb PYK inh	Pf growth 96h	LmPK inh	Shiga toxin inh	Cycloheximide cs	AmpC inh no detg	Pf growth 48h
CCCC1C2C(=O)N(c3ccccc3OCC)C(=O)C2ON1c1ccccc1 (centres undefined)	-9%	nt	5%	25	-1	10%	-15%
Cc1ccc(C)c(NC(=O)CN(C)C(=O)CCN2C(=O)c3ccccc3C2=O)c1	0%	-9%	-2%	-3	-2	-4%	10%
O=CN1CCN(c2ncnc3c2nnn3Cc2c(F)cccc2Cl)CC1	3%	-9%	-6%	15	7	-40%	24%
Cc1noc(C)c1COC(=O)Cc1ccc(Br)cc1	-8%	0%	5%	26	11	1%	-12%
COc1ccc(NC(=O)Cn2c(C)cc(=O)c3cccc(OC)c32)cc1	-3%	30%	-8%	6	-2	-6%	12%
CC(=O)Nc1cc(C(=O)NCCN2CCN(Cc3ccccc3)CC2)ccc1Sc1ccc(C)cc1	0%	-10%	1%	-1	7	212%[activator]	?
O=C(/C=C/c1ccc([N+](=O)[O-])cc1)NCCN1C(=O)S/C(=C\c2ccc(F)cc2)C1=O	-6%	-1%	1%	22	-3	-20%	7%
O=C1CC(N2CCN(c3nc4ccccc4s3)CC2)C(=O)N1c1cccc(F)c1 (centres undefined)	0%	nt	0%	36	-2	137%[activator]	20%
O=S(=O)(NCc1ccccn1)c1cc(C(F)(F)F)ccc1Cl	0%	3%	-4%	20	-2	-5%	157%[activator]
COc1ccc(-c2cc(C(F)(F)F)nc(-n3cncn3)n2)cc1	-2%	nt	4%	-1	7	50%	nt
COc1cc(NC(=O)CSc2nnc(NC(C)C)s2)cc(OC)c1OC	-10%	-27%	1%	-7	-2	-15%	?
Cc1ccc2c(c1)nnn2C1CCN(CC(=O)Nc2ccc(F)cc2)CC1	4%	?	-3%	-4	1	0%	?
Cc1cn(Cc2ccccc2Cn2cc(C)c(=O)[nH]c2=O)c(=O)[nH]c1=O	6%	5%	0%	-6	-1	-14%	11%
Cc1oc2c(c(C)cc3oc(=O)c(CC(=O)NCCCN4CCCC4=O)c(C)c32)c1C	7%	?	-5%	1	-3	48%	-7%
Cc1ccc(C2(c3noc(CN4CCC(C(=O)N5CCOCC5)CC4)n3)CCCC2)cc1	-8%	25%	1%	-3	-2	9%	?
COc1ccc(CNC(=O)c2ccc3oc(C(C)C)nc3c2)cc1	0%	3%	-6%	51*	44*	16%	74%[activator]
COc1ccc(OC)c(S(=O)(=O)NCC(=O)NC2CCCc3ccccc32)c1 (centres undefined)	-2%	11%	nt	nt	nt	-3%	-2%
CCc1ccc(N2CC(C(=O)NCCC3=CCCCC3)CC2=O)cc1 (centres undefined)	0%	12%	-12%	-23	0	25%	8%
O=C(CN1CCC(NC(=O)c2cccc(F)c2)CC1)Nc1ccc(Br)cc1	-1%	?	4%	-13	-2	11%	-13%
COc1ccc(/C=C2\CCC(C3CCCC3)C2=O)cc1Cn1nc(C)cc1C (centres undefined)	3%	?	3%	20	9	-29%	28%
COc1cc2c(cc1OC)CN(C(=O)c1ccc3[nH]c(C)c(C)c3c1)CC2	0%	-42%	-6%	-10	-1	15%	26%
COC(=O)c1cn(NC(=O)c2cccnc2)c(=O)c2ccccc12	-7%	?	5%	-4	-5	-14%	10%
CCC1CCC(C(=O)NC(CCSC)C(=O)NCCc2ccc(S(N)(=O)=O)cc2)CC1 (centres undefined)	0%	16%	-2%	-5	6	-8%	19%
COC(=O)c1cc(S(=O)(=O)NCCCN2CCCC2=O)cn1C	5%	2%	0%	-8	-2	-11%	21%
O=C1CNC(=S)N1CCc1ccccc1Cl	-1%	13%	3%	16	-3	-16%	6%
Cc1ccc(-c2csc(NC(=O)c3ccc4c(=O)n5c(nc4c3)CCCCC5)n2)cc1	-10%	?	-1%	-11	-3	-18%	?
CCC(C)NCC(O)COCc1ccc(Cl)cc1 (centres undefined)	-14%	22%	1%	-5	-2	3%	?
Cc1nn(C)cc1/C=C(/C#N)C(N)=O	-7%	3%	0%	-10	-6	-2%	11%
O=C(c1ccc([N+](=O)[O-])cc1[N+](=O)[O-])N1CCc2ccccc21	-8%	?	-1%	-10	-3	-12%	-15%
CC1CCN(C(=O)Cn2cc(C(=O)c3ccco3)c3ccccc32)CC1	-7%	10µM*	-2%	21	23*	-8%	9.3µM*
NS(=O)(=O)c1ccc(NCC2COc3ccccc3O2)c([N+](=O)[O-])c1 (centres undefined)	-2%	39%[activator]	1%	63	16*	-34%	23%
Cc1cccc(N(CC(=O)NC(C)(C)C)C(=O)CS(=O)CC(=O)Nc2ccc(F)cc2)c1 (centres undefined)	-16%	-23%	-9%	-4	-3	67%[activator]	-5%
O=c1nc(-c2ccccc2)cc(C(F)(F)F)[nH]1	2%	?	1%	10	-2	-19%	?
O=C(O)c1ccc(S(=O)(=O)NCc2cccnc2)cc1	-7%	18%	-7%	-1	-5	-7%	4%[0.00184 µM]
CN1CCN(C(=O)/C=C/c2ccc([N+](=O)[O-])o2)CC1	-4%	?	-1%	29*	19*	-11%	12µM*
O=C1c2ccccc2NC(c2ccc(O)c(O)c2)N1c1ccccc1Cl (centres undefined)	-12%	-9%	?	41*	27*	-31%	7%
COc1ccc(OCC(=O)Nc2ccc3c(c2)OCO3)cc1	-6%	-25%	0%	32	13	-31%	23%
COc1ccc(CC(=O)NCC2CCCN(Cc3ccc(SC)cc3)C2)cc1 (centres undefined)	1%	-16%	2%	nt	-1	5%	-25%
COc1ccc(C(O)(CCC(C)C)C(CN2CCOCC2)c2ccc(Cl)cc2)cc1 (centres undefined)	1%	-24%	0%	5	-3	180%[activator]	1.7µM*
COCCNc1nc(N)c([N+](=O)[O-])c(N2CCCCCC2)n1	6%	?	-1%	7	3	-15%	?
CC(C)Oc1ccc(S(=O)(=O)N2CCCCC2)cc1NC(=O)CC1OC(=O)c2ccccc21 (centres undefined)	4%	?	nt	nt	nt	-13%	?
O=S(=O)(c1ccccc1)c1nc(-c2ccccc2)oc1N1CCOCC1	3%	-28%	2%	11	-4	6%	41%[activator]
S=C1NC2CCCCC2N1 (centres undefined)	4%	14%	4%	20	1	-21%	45%[activator]
N#C/C(=C\c1c[nH]c2ccccc12)c1nnc2n1CCCCC2	0%	?	1%	7	3	-23%	4%
COc1cccc(NC(=S)Nc2ccc(Br)cc2Cl)c1	-1%	14%	2%	32	20*	-36%	19%
CCOC(=O)CN1C(=O)CC(c2ccc([N+](=O)[O-])cc2)C1=O (centres undefined)	-4%	7.4µM*	7%	-4	-3	-14%	19%
Cc1ccc(NC(=O)CC2C(=O)NCCN2C(=O)c2ccc(F)cc2)cc1 (centres undefined)	-6%	-4%	-7%	-16	-4	-4%	?
CCCn1c(=O)c2c(nc3n2CC(C)CN3Cc2ccccc2)n(C)c1=O (centres undefined)	-12%	?	9%	-5	-2	84%[activator]	?
CCc1ccc(C(=O)C(C)OC(=O)c2nn(C)c(=O)c3ccccc23)cc1 (centres undefined)	1%	0%	nt	nt	nt	123%[activator]	-9%
O=C(N(c1ccccn1)c1ccccn1)C12CC3CC(CC(Cl)(C3)C1)C2	-2%	-1%	7%	-4	-2	-3%	?
COc1cccc(C(NC(=O)c2ccccc2F)NC(=O)c2ccccc2F)c1	3%	?	2%	-2	-3	3%	13µM*
COCCCNC(=O)CCc1ccccc1	-6%	19%	-5%	-7	-3	-13%	16%
Cc1cccc(C(=O)OCC(=O)Nc2nccs2)c1	1%	109%[activator]	4%	36	19*	-10%	29%
c1ccc(Cn2ncc3c(N4CCN(C(c5ccccc5)c5ccccc5)CC4)ncnc32)cc1	-4%	6%	10%	nt	0	0%	?
O=C(CN1C(=O)NC2(CCc3ccccc32)C1=O)NCc1ccccc1Cl (centres undefined)	4%	-20%	nt	nt	nt	-24%	?
O=C(COc1ccc(Cl)cc1)NCCc1ccccn1	-25%	-13%	15%	30	-1	-10%	20%

# (next part)
mol	Tb PYK inh	Pf growth 96h	LmPK inh	Shiga toxin inh	Cycloheximide cs	AmpC inh no detg	Pf growth 48h
Cc1nn(C)cc1C(=O)Nc1c(C)nn(Cc2ccccc2Cl)c1C	5%	?	0%	-1	7	-17%	-12%
Cc1ncsc1CCOC(=O)c1ccc([N+](=O)[O-])cc1	2%	9%	-5%	41*	25*	-16%	23%
Cc1ccc(/C(N)=N/OC(=O)CCC2CCCCC2)cc1	-1%	?	0%	38	14*	-18%	16%
COc1ccc(N(C(=O)c2cc3ccccc3oc2=O)C2C=CS(=O)(=O)C2)c(OC)c1 (centres undefined)	0%	-7%	7%	-11	-9	24%	-12%
COc1cccc(NC(=S)NCc2ccncc2)c1	-8%	8.3µM*	0%	-12	-2	-33%	6%
O=C(CNc1cccc2ccccc12)N/N=C/c1ccc([N+](=O)[O-])cc1	-7%	26%	0%	29	-2	-11%	18%
Cc1ccc(S(=O)(=O)c2c(C(=O)c3ccccc3)cnc3cc4c(cc23)OCCO4)cc1	-3%	?	6%	19	14	-3%	?
O=C(CN1CCN(C(=O)C2CCCO2)CC1)Nc1ccc(Cl)c(Cl)c1 (centres undefined)	2%	26%	6%	-12	-2	21%	-10%
COc1ccc(CN2CCC(C(=O)N3CCN(c4ccccc4F)CC3)CC2)cc1OC	-1%	19%	-1%	-6	-3	2%	-1%
CCn1ccnc1CNC(=O)CC1C(=O)NCCN1CC(c1ccccc1)c1ccccc1 (centres undefined)	-2%	?	6%	1	0	39%	-4%
CC(C)(C)C1CCC2(CC1)C(Nc1cccc(C(F)(F)F)c1)=NC(=S)N2CC#N (centres undefined)	0%	?	3%	-1	-2	-24%	?
COc1cc(/C=N/Nc2ncnc3sc4c(c23)CCC4)ccc1O	1%	?	2%	12	8	83%[activator]	?
